3CLpro inhibitor – SARS-CoV 3CLpro protease inhibition; P0C6X7; recombinant SARS-CoV 3CLpro, quenched FRET peptide cleavage; inhibition, % at 6 µM; hit rate 0.14% among 290,000; AID 1706; in the data active means inhibition above about 12%
Yp Topo-I inh – blocks Yersinia pestis topoisomerase I activity; Y. pestis Topo-I cleavage product accumulation, plate reader; AID 504884; activity, % at 10 µM; hit rate 0.064% among 360,000; in the data active means activity above about 50%, passing the limit was not always enough; further: inactives centre near 2
TcdB inh – inhibitors of Clostridioides difficile toxin B glycohydrolase. P18177. TcdB glycohydrolase enzymatic assay, plate reader. inhibition, % at 9.99 µM. hit rate 0.24% among 350,000. AID 652162; in the data active means inhibition above about 10%
DUSP3 inh – DUSP3 (human) phosphatase inhibition. inhibition, % at 13.3 µM. P51452. recombinant VHR phosphatase, pNPP absorbance. hit rate 0.52% among 290,000. AID 1654; in the data active means inhibition above about 50%; further: some compounds called inactive have numbers as strong as hits
SSB-PriA inh – K. pneumoniae PriA-SSBct interaction inhibition; inhibition, % at 33 µM; hit rate 0.6% among 430,000; AID 1272365; AlphaScreen SSBct-PriA binding, biotinylated peptide; in the data active means inhibition mostly above about 37%, no sharp cut-off; inactive means mostly below about 20%;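 further: plate controls were negative control peptide for no effect and reference peptide for full effect; strong numbers were not always called active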
CCHF vOTU inh – CCHFV vOTU protease inhibition; Pep-AMC fluorescence; inhibition, % at 11.5 µM; hit rate 0.55% among 370,000; in the data active means inhibition above about 30%; further: 0% = vehicle wells with enzyme and 100% = no enzyme wells
BH1578 lux ind – induces V. cholerae light production without autoinducers. V. cholerae BH1578 lux reporter, luminescence, 6 h. activation, % at 18.7 µM. hit rate 0.16% among 350,000; in the data active means activation mostly above about 9.7%, no sharp cut-off; further: not every result past the cut was called active; inactives centre near 0; reference of the scale not given here
PrPC surface inh – reduces human prion protein on the cell surface. P04156. cell surface PrPC, TR-FRET read-out. inhibition, % at 13.8 µM. hit rate 0.43% among 370,000. AID 720596; in the data active means inhibition above about 24%; further: 0% = median of the test wells and 100% = reference compound wells
Rv3671c inh – inhibits the M. tuberculosis serine protease Rv3671c | inhibition, % at 5.96 µM | P9WHR9 | hit rate 0.048% among 320,000; in the data active means inhibition above about 38%;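 further: extracellular domain of Rv3671c used as enzyme; 0% = enzyme with DMSO and 100% = no enzyme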
MazF activator – MazEF (E. coli) toxin RNase activation; P0AE70; FAM/BHQ RNA-DNA oligo cleavage fluorescence, 5 h; hit rate 0.32% among 350,000; activation, % at 20 µM; AID 504720; in the data active means activation above about 50%
* marks the source's active call; other numbers are inactive results; i = inactive; . = not tested or not shown. Only part of the results is shown, so the mix of outcomes need not match the whole.

SMILES	3CLpro inhibitor	Yp Topo-I inh	TcdB inh	DUSP3 inh	SSB-PriA inh	CCHF vOTU inh	BH1578 lux ind	PrPC surface inh	Rv3671c inh	MazF activator
O=C(CSc1ncn[nH]1)Nc1ccc(S(=O)(=O)Nc2ncccn2)cc1	1	0	1.5	6	-1	-17	-1.7	-3	-6	-10
COc1ccc(N2CCN(C(=O)c3cc4cc(Cl)ccc4[nH]3)CC2)cc1	-1	3	-0.4	-14	0	6	i	-8	-14	0
CCOc1cc(N2CCOCC2)c(OCC)cc1NC(=O)Cc1ccc(OC)c(OC)c1	-1	0	.	26	7	7	i	1	5	3
CSc1ccc(S(=O)(=O)NCC(=O)OCC(=O)N(C)C2CCCCC2)cc1[N+](=O)[O-]	.	11	1.3	.	6	-3	i	-3	3	-1
COc1ccc(C(=O)NC(Nc2ccccc2)C(Cl)(Cl)Cl)cc1 (configuration not stated)	2	-6	.	19	-18	-2	-4.0	12	-6	4
COC(=O)C1=C(c2cc3ccccc3s2)C[C@@H]2CC[C@H]1N2C(=O)NCc1ccco1	.	27	.	.	0	-4	2.9	1	2	6
Cc1ccc(C2C(N)C(=O)N2c2ccc(C)cc2)cc1 (configuration not stated)	-2	0	0.1	12	4	-8	i	-5	-5	-2
CC(=O)Nc1ccc(NC(=O)c2ccccc2N(Cc2ccccc2)S(C)(=O)=O)cc1	0	7	-13	15	-5	10	-0.2	5	-1	7
O=C(NNc1nc(-c2ccccc2)cs1)c1ccccc1	6	-8	.	20	7	2	-5.3	-2	6	11
O=C(Nc1nnc(-c2ccccc2)o1)Nc1ccccc1Cl	-2	-3	0.5	-10	0	-4	-0.1	-1	-13	14
NC(=O)c1ccc[n+](CCC[n+]2cccc(C(N)=O)c2)c1	2	-1	0.3	5	0	2	-0.3	-8	6	1
CCN(CC)CCOC(c1ccccc1)c1ccc(C)cc1 (configuration not stated)	-1	7	-0.4	-5	-11	-11	-0.7	-3	2	3
O=C(Nc1ccccc1C(=O)O)c1cccc(S(=O)(=O)Nc2ccc(Br)cc2)c1	3	7	0.6	-23	-1	13	i	-3	-52	7
O=C(COC(=O)c1cc(S(=O)(=O)N2CCCCC2)ccc1N1CCOCC1)c1ccccc1	.	17	1.3	.	4	2	i	15	3	3
N#CC1=C2Nc3ccccc3N2C(=O)NC1(c1ccccc1)C(F)(F)F (configuration not stated)	5	2	.	23	-2	9	-14	-2	-11	5
COC(=O)c1ccc(C2C(Oc3ccc(OC)cc3)C(=O)N2CCc2ccc(OC)c(OC)c2)cc1 (configuration not stated)	-3	-6	.	-30	-11	0	-0.2	-5	-9	15
Cc1nc(SCC(=O)N2CC(=O)Nc3ccccc32)c2c(C)c(C)sc2n1	-1	13	1.3	21	6	1	i	11	-5	-8
CC(C(=O)NC1CCCC1)N(Cc1ccco1)C(=O)c1snc(C(=O)NC2CCCC2)c1N (configuration not stated)	4	36	.	-4	-10	-18	i	-3	2	-3
Cc1ccc(-c2nnc(N3CCOCC3)c3ccccc23)cc1S(N)(=O)=O	.	-4	1.8	.	-3	-6	0.1	-2	-5	10
Cc1noc(C(=O)NCc2ccc(F)cc2)c1Cl	0	3	-0.1	21	-20	-3	-0.2	6	6	-12
O=C(COc1ccccc1Cl)N1CCc2ccccc2C1	1	17	2.2	14	-9	-7	-0.4	-2	-3	1
O=S(=O)(Nc1ccc(S(=O)(=O)Nc2ccccc2)cc1)c1ccccc1	5	1	.	-19	-6	1	-0.3	1	-9	7
COc1ccc(C(=O)c2nc3c(n2O)CCCC3)cc1OC	1	-4	.	37	-4	14	-1.0	-5	-8	-1
O=C(COc1ccccc1)NNC(=S)NC(=O)c1ccccc1	2	-12	9.9	26	-10	15	i	9	-1	4
Cc1cc(-c2nnc(CCC(=O)N(C)Cc3ccsc3)o2)no1	-2	4	0.6	12	0	-3	.	-2	0	1
SMILES	3CLpro inhibitor	Yp Topo-I inh	TcdB inh	DUSP3 inh	SSB-PriA inh	CCHF vOTU inh	BH1578 lux ind	PrPC surface inh	Rv3671c inh	MazF activator
COc1cc2c(cc1OC)C(SC)=NC1(CCCC1)C2	-3	3	-0.3	-4	2	-1	-0.2	-7	-10	3
CCOC(=O)c1sc2nc(C(C)C)c3c(c2c1N)CC(C)(C)OC3	8	5	.	-7	-4	-13	i	-5	-5	5
C=CCOc1c(Br)cc(CNc2ccc3[nH]c(=O)[nH]c3c2)cc1OCC	3	-13	1.1	15	-5	-7	i	2	-6	-11
Cc1ccc(SCCC(=O)NC2CC2)cc1	1	-1	1.2	48	-13	-6	-0.2	6	-1	-4
CC(=O)N[C@@H]1CC[C@@]2(O)[C@H]3Cc4ccc(O)c5c4[C@@]2(CCN3CC2CC2)[C@@H]1O5	.	-2	1.6	.	2	-6	-0.3	-3	5	4
CC1=C(C(=O)Nc2ccc(F)cc2)C(c2cccc(C)c2)n2nc(CCCO)nc2N1 (configuration not stated)	2	-3	-1.6	11	-4	-8	-0.2	-4	-2	-6
CCCCN=CC1=C(O)C(C(=O)OC)C(C)(C)CC1=O (configuration not stated)	0	1	.	6	-17	14	i	2	-1	7
Cc1cccc(NC(=O)CSc2cc(C)c(C#N)c3nc4ccccc4n23)c1	-5	-6	0.7	1	-1	3	4.8	-3	3	-15
Cc1ccc(S(=O)(=O)N(C)c2ccc(N)cc2)cc1	-2	3	.	6	-8	4	-0.1	8	-4	6
CC(C)(C)c1ccc(Cn2nnc3c(=O)[nH]c(C4CCCN(C(=O)Cc5cccs5)C4)nc32)cc1 (configuration not stated)	5	1	.	24	1	31*	-3.7	0	-3	-3
CC1(C)C2CC=C(CN3CCC(O)CC3)C1C2 (configuration not stated)	-1	5	-1.4	3	6	0	-2.6	1	1	-4
Cc1ccc(S(=O)(=O)/N=C(/c2ccc(F)cc2)N2CCCC2)cc1	-1	0	0.5	18	.	-8	-0.2	8	-11	8
COc1ccc(/C=C(\C#N)C(=O)OCC(=O)N(C)C2CCS(=O)(=O)C2)cc1 (configuration not stated)	.	-6	2.7	.	-4	10	i	-9	0	-5
O=C(Nc1cccc(F)c1)c1sc(Cl)nc1-c1ccccc1	0	-7	1.6	0	-2	-10	-0.5	-2	-13	3
COc1ccc(CNC(=O)CN(c2cc(C)cc(C)c2)S(=O)(=O)c2c(C)noc2C)cc1	1	-1	0.5	5	4	4	-0.4	8	5	5
O=S(=O)(NCc1cn2ccccc2n1)c1cccs1	8	-16	1.4	29	-5	8	i	0	-4	3
CC(=O)NC1CSCC1OC(C)=O (configuration not stated)	2	4	.	17	-5	-9	i	0	7	1
COc1ccc(-c2nn(CCC#N)cc2C(=O)Nc2ccccc2Br)cc1[N+](=O)[O-]	-4	11	1.0	13	-7	0	i	-12	-1	8
CCN(CC)S(=O)(=O)c1ccc(N2CCOCC2)c(NC(=O)CSCc2c(C)noc2C)c1	.	13	1.1	.	4	12	i	-5	.	-1
CC(C)(C)NC(=O)NC(=O)COC(=O)CNC(=O)C1CCCCC1	-1	3	0.5	2	-12	-6	i	9	-5	9
CN(C1=NS(=O)(=O)c2ccccc21)c1ccc(OC(=O)c2ccccc2F)cc1	.	1	2.2	.	.	10	i	-7	.	-82
CC(=O)C1CCC2C3CCC4=CC(=O)C=CC4(C)C3CCC12C (configuration not stated)	.	-1	-0.8	.	-9	-1	-2.7	12	.	4
Cc1nc(S(=O)(=O)Cc2ccccc2Cl)nc2c1CCC2	1	1	0.3	12	-8	3	-0.2	-2	-4	5
Cc1ccc(F)cc1-c1nc(NC(C)C)nc2cc(-c3ccccc3)sc12	.	13	0.7	.	.	7	-0.8	23	.	.
CCNC(=O)Nc1cc(OC)c(OC)cc1C(=O)O	2	3	3.2	4	-11	-8	i	-3	-8	-1
SMILES	3CLpro inhibitor	Yp Topo-I inh	TcdB inh	DUSP3 inh	SSB-PriA inh	CCHF vOTU inh	BH1578 lux ind	PrPC surface inh	Rv3671c inh	MazF activator
Clc1ccc(-c2nnc(NC3=NCCCCC3)o2)cc1	-1	-5	.	31	-8	-3	2.1	-4	6	1
COc1ccccc1C(=O)NC(CCSC)C(=O)OCC(=O)N1CCN(S(=O)(=O)c2ccc(C)cc2)CC1 (configuration not stated)	.	4	0.7	.	9	0	2.8	3	.	4
CCSC(=O)N1CCCCCC1	.	5	-0.8	.	-7	5	-0.3	6	-2	2
OCCC1CN(Cc2cn[nH]c2C2CCCCC2)CCN1Cc1ccccc1 (configuration not stated)	2	2	1.2	31	-9	10	-0.3	-2	-10	8
CSc1ccc(S(=O)(=O)Nc2ccc(OCC(=O)N3CCOCC3)cc2)cc1	3	3	0.9	6	-8	-4	i	-2	3	5
CCOCCCNC(=S)N1CCC(C(=O)c2ccc3c(c2)OCCO3)CC1	1	9	-0.5	0	-5	14	-0.1	-5	0	3
CCn1c(NN=O)nc2ccccc21	0	8	1.5	8	6	6	-0.3	0	-9	-35
ONC(=Nc1ccccc1)c1ccccc1Cl	5	5	.	16	-11	2	.	3	-8	8
O=C(CCC(=O)c1cccs1)Nc1nnc(C2CC2)s1	-4	3	.	3	-4	8	-0.3	-8	-3	-5
CC(/C=C/c1ccco1)=N\NC(=O)c1cccc(Cl)c1	4	3	-1.6	0	.	-10	-0.8	7	1	5
Cc1cccc2sc(N3CCN(C(=O)c4cccs4)CC3)nc12	.	49	0.7	.	-17	-6	i	1	-13	7
Cc1ccsc1C(=O)Nc1ccc(O)c(-c2nc3ccccc3s2)c1	5	-13	1.4	38	-1	-10	i	-5	-1	-6
Cc1ccc(NC(=O)c2sc3ncn(CC(=O)N4CCOCC4)c(=O)c3c2C)c(Br)c1	4	30	2.9	27	-3	0	-2.0	5	2	37
CCOc1ccccc1OCCCC(=O)Nc1ccc(S(=O)(=O)Nc2cc(C)nc(C)n2)cc1	.	4	0.1	.	-2	9	-0.3	-5	.	2
O=c1c2ccccc2ccc2ccccc12	.	8	-0.5	.	-24	22	i	-11	1	1
CCCC(=O)NC(=S)Nc1ccc(C(C)=O)cc1	0	2	-0.7	-4	8	-5	-0.7	-1	5	4
Cc1ccc(/C=N/Nc2ccccn2)s1	-1	2	0.2	7	.	8	-1.8	6	-1	11
S=C(NCCc1ccccc1)Nc1ccc(Br)cn1	1	14	0.1	25	-3	1	0.5	-5	-22	1
O=C(O)/C(=N/NC(=O)c1ccc(Cl)cc1)c1ccccc1	2	0	1.5	3	.	-9	-0.6	15	5	8
O=C(CCS(=O)(=O)c1cccs1)NC1CCCCCC1	1	1	.	24	-9	-3	0.8	1	9	-1
Cc1ccc(NC(=O)CS(=O)CC(=O)NCCCc2ccccc2)cc1Cl (configuration not stated)	-2	-2	.	9	-19	-3	-2.0	14	-4	-12
CCOC(=O)CCNC(=O)N1CCCC(C(=O)c2cccc(OC(C)C)c2)C1 (configuration not stated)	-4	19	-4.4	12	-3	15	0.4	4	-2	5
O=C1N[C@@H](Cc2ccccc2)C(=O)N2[C@H]1C[C@H]1c3ccccc3N(OOSc3ccccc3)[C@H]12	.	18	-1.7	.	2	-5	-2.7	7	6	6
O=C(CSc1cccc2cccnc12)Nc1cc(C(=O)O)cc(C(=O)O)c1	5	2	0.7	35	75*	-23	0.2	-2	3	3
N#Cc1ccc(NC(=O)Cn2cnc(S(=O)(=O)N3CCCC3)c2)cc1	1	1	5.5	5	-4	-12	-0.2	-4	-4	-25

6 records picked at random from those above, as already listed:
SMILES	3CLpro inhibitor	Yp Topo-I inh	TcdB inh	DUSP3 inh	SSB-PriA inh	CCHF vOTU inh	BH1578 lux ind	PrPC surface inh	Rv3671c inh	MazF activator
O=C(CSc1cccc2cccnc12)Nc1cc(C(=O)O)cc(C(=O)O)c1	5	2	0.7	35	75*	-23	0.2	-2	3	3
COc1ccccc1C(=O)NC(CCSC)C(=O)OCC(=O)N1CCN(S(=O)(=O)c2ccc(C)cc2)CC1 (configuration not stated)	.	4	0.7	.	9	0	2.8	3	.	4
O=c1c2ccccc2ccc2ccccc12	.	8	-0.5	.	-24	22	i	-11	1	1
CCSC(=O)N1CCCCCC1	.	5	-0.8	.	-7	5	-0.3	6	-2	2
ONC(=Nc1ccccc1)c1ccccc1Cl	5	5	.	16	-11	2	.	3	-8	8
CSc1ccc(S(=O)(=O)Nc2ccc(OCC(=O)N3CCOCC3)cc2)cc1	3	3	0.9	6	-8	-4	i	-2	3	5
